High-throughput results from PubChem.
Tau fibril FP – inhibitors of human tau fibril formation; K18 P301L tau heparin fibrillization, Alexa594 FP, 6 h; Potency, µM (doses to about 57.7 µM), for inactives: at the top dose activity, negative = inhibition, hits mostly inhibitors; 280,000 compounds, 0.39% hits; AID 1468; also: % is scaled to controls: 0 for no effect and ±100 for the full control effect; nearly all actives have a fitted effect of over 55% in size
Target sequence (P10636 561-689 P618L limits assumed): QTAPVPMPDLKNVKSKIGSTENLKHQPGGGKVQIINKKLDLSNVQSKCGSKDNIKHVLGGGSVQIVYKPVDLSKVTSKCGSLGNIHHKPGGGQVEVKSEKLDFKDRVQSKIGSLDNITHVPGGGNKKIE
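Steps: dispense K18 P301L tau (15 uM plus 0.24 uM Alexa 594 tracer, final) in pH 7 sodium acetate; add compound; add heparin (20 uM final); incubate 6 hr, 37 C; add ThT (30 uM final); after 1 hr ambient, read FP.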
SMN2 splice up – enhancers of SMN2 splice variant expression. 210,000 compounds, 2.8% hits. AID 1458. HEK293 SMN2-luciferase splicing reporter, luminescence, 30-36 h. Potency, µM (series often up to 46.1 µM), without a hit: top-dose activity change, positive = activation, hits mostly activators; also: % of control where 0% means no effect; nearly all actives have a fitted effect of over 55% in size
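HEK293 cells carry an SMN2 […]–luciferase reporter in which exon 7 inclusion puts luciferase in frame. Cells were plated 10-12 h before compound addition, then incubated 30-36 h at 37C. ONE-Glo luminescence was read; sodium butyrate at 4.5 mM final served as control.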
Tau fluor counter – counter-screen for tau fibril formation inhibitors. tau K18 P301L Alexa594 fluorescence, heparin fibrillization. Potency, µM (top dose mostly 57.7 µM), for the others: at the highest dose activity change, negative = decrease. 280,000 compounds, 0.93% hits. AID 1463; also: % is scaled to controls: 0 for no effect and ±100 for the full control effect; nearly all actives have a fitted effect of over 55% in size
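Human tau K18 P301L (15 uM unlabeled, 0.24 uM Alexa 594-labeled) in 100 mM sodium acetate pH 7 with 20 uM heparin, 6 hr at 37 C. ThT 30 uM added, 1 hr ambient; Alexa 594 FP and total fluorescence read at 555/632 nm.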
Tau ThT inhib – inhibitors of human tau fibril formation, thioflavin T binding | 270,000 compounds, 2.1% hits | AID 1460 | P10636 | recombinant tau K18 P301L, heparin-induced fibrillization, ThT fluorescence | Potency, µM (series often up to 57.4 µM), without a hit: at the top dose activity, negative = inhibition, hits mostly inhibitors; also: % is scaled to controls: 0 for no effect and ±100 for the full control effect; nearly all actives have a fitted effect of over 55% in size
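Fibril formation assay: tau K18 P301L at 15 uM with trace Alexa 594 label, heparin inducer 20 uM, pH 7 sodium acetate buffer, 37 C for 6 hr; endpoint ThT signal.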
HTT cytoprotect – Huntington cell model cytoprotection by ATP luminescence; PC12 HTT-Q103 induced, cytoprotection, ATP luminescence, 40 h; Potency, µM (highest dose often 56.4 µM), inactives show cytoprotection (ATP increase), usual class: activators; 230,000 compounds, 0.14% hits; AID 1471;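 also: % of control where 0% means no effect; nearly all actives have a fitted effect of over 45% in size; toxic huntingtin expression switched on by the ecdysone agonist tebufenozide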
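Cells were plated at 1500 per well in phenol red-free DMEM with 5% equine and 5% calf serum. Tebufenozide (100 nM final) and compounds were added, then ATPlite reagent, and luminescence was read.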
JMJD2E inh – inhibitors of human JMJD2E histone demethylase. B2RXH2. JMJD2E catalytic domain, FDH-coupled NADH fluorescence (FDH is formaldehyde dehydrogenase). Potency, µM (series often up to 57.1 µM), for inactives: top-dose activity change, negative = inhibition, actives largely listed as inhibitors. 230,000 compounds, 1.6% hits; active = well fitted inhibition curve with a large enough effect, not every such curve was filed as active; inconclusive = small, poorly fitted or top-dose-only effect, or another doubt; inactive = no such curve, though single readings can be large or run the other way;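 also: 0% = wells with enzyme and -100% = buffer wells without enzyme; nearly all actives have a fitted effect of over 50% in size; many of its hits are not listed in these tables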
Target sequence (B2RXH2 1-337 limits assumed): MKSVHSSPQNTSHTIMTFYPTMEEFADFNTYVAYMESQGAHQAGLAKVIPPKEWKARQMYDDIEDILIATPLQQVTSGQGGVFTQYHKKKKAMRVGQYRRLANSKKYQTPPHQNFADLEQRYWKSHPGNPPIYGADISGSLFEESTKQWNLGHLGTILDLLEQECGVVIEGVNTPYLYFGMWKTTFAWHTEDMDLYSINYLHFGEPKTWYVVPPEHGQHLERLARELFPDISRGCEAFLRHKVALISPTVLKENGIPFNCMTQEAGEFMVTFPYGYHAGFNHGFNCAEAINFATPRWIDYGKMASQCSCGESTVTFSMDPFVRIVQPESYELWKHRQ
ALDH1A1 block – ALDH1A1 (human) enzyme inhibition; 220,000 compounds, 7.3% hits; Potency, µM (series often up to 75.3 µM), without a hit: at the highest dose activity, negative = inhibition, usual class: inhibitors; P00352; Purified ALDH1A1, NADH fluorescence, propionaldehyde substrate; AID 1030; active = well fitted inhibition curve with a large enough effect, not every such curve was filed as active; inconclusive = small, poorly fitted or top-dose-only effect, or another doubt; inactive = no such curve, though single readings can be large or run the other way;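 also: plate controls were no enzyme wells and a reference inhibitor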
Target sequence (P00352 whole entry, looked up): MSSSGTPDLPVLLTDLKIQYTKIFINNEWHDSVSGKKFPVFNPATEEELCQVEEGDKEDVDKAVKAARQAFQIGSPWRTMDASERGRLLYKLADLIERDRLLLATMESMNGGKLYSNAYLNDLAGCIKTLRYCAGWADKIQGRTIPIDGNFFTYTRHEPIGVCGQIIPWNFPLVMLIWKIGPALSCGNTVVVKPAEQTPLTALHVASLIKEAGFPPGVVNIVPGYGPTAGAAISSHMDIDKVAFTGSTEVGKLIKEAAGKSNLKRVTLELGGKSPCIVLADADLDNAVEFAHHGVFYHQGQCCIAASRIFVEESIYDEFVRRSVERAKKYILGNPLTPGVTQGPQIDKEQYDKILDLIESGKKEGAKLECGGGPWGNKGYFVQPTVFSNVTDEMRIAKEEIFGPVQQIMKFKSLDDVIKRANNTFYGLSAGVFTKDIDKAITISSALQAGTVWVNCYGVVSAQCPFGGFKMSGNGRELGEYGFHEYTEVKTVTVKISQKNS
HTT aggregate – reduces HttQ103-GFP aggregates in PC12 cells. PC12 HttQ103-GFP aggregates, Acumen cytometry, 40 h. Potency, µM (titrated, usually from 46.1 µM), without a hit: at the top dose activity change, negative = inhibition, usual class: inhibitors. 220,000 compounds, 1.1% hits. AID 1688; also: % is scaled to controls: 0 for no effect and ±100 for the full control effect; nearly all actives have a fitted effect of over 60% in size
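Read-out: GFP aggregate count by laser scanning cytometer (488 nm excitation, 500-530 nm emission, 1–25 µm objects >6 SD above background). Cells: PC12, inducible HTTex1-Q103-GFP, 100 nM tebufenozide; compounds titrated.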
Numbers without * were called inactive; u = inconclusive; x = no result given; [ ] = another dose, or the depositor's remark. Unless noted, calls follow the shape of the dose curve; as a rule, active = well fitted curve in the direction sought with a large enough effect; inconclusive = small, poorly fitted or top-dose-only effect, or another doubt; inactive = no such curve, though single readings can be large; an effect the other way counts as inactive or inconclusive. Potency is read from the fitted curve at half-maximal effect.

Letter code – A = Tau fibril FP; B = SMN2 splice up; C = Tau fluor counter; D = Tau ThT inhib; E = HTT cytoprotect; F = JMJD2E inh; G = ALDH1A1 block; H = HTT aggregate
O=S(=O)(c1ccc2nc(-c3ccccc3)[nH]c2c1)N1CCN(c2cccc(Cl)c2)CC1
  A = u | B = -18% | C = u | D = -4% | E = x | F = 4% | G = 10% | H = 14%
CCOc1ccc(/C=C/c2nc(C#N)c(Nc3ccc(OC)cc3)o2)cc1
  A = 11% | B = 8% | C = -15% | D = u | E = x | F = x | G = x | H = x
COc1ccc(CN(C)C(=O)COC(=O)c2c(-c3ccccc3Cl)noc2C)cc1
  A = 7% | B = -25% | C = -8% | D = -9% | E = -26% | F = -1% | G = u | H = -30%
O=C(COc1ccccc1-c1ccccc1)NNC(=O)NC1CCCCC1
  A = -2% | B = 14% | C = -22% | D = -10% | E = -12% | F = 12% | G = 5% | H = -7%
Cc1cc(C(C)(C)C)oc1C(=O)N(CC(=O)NC1CCCC1)c1cccc(C(F)(F)F)c1
  A = 12% | B = -7% | C = -17% | D = u | E = 4%[10 µM] | F = -9% | G = 4% | H = u
CN1OC(COC(=O)c2ccc(Cl)cc2Cl)CC1c1ccccc1 (stereo unspecified)
  A = 0% | B = -7% | C = -9% | D = -19% | E = 3% | F = -5% | G = -5% | H = 12%
COc1cccc(-c2cc(C(=O)Nc3ccc(OC)c(OC)c3)no2)c1
  A = -8% | B = -15% | C = -22% | D = u | E = -20% | F = 1% | G = 14% | H = 0%
Cc1ccc(NC(=O)CN2C(=O)NC3(CCc4ccccc43)C2=O)cc1Cl (stereo unspecified)
  A = -1% | B = 12% | C = -29% | D = -18% | E = -6% | F = -17% | G = 0% | H = -12%
Cc1ccc(C(=O)Nc2cc(Cl)ccc2OC(=O)c2ccc(C)cc2)cc1
  A = 1% | B = 14µM* | C = -19% | D = -8% | E = -47%[inhibitor] | F = -6% | G = -2% | H = -33%
Cc1c(CC(=O)NCCc2ccccc2)c(=O)oc2c(C)c3occ(C(C)(C)C)c3cc12
  A = -1% | B = -1% | C = 7% | D = 8% | E = x | F = x | G = x | H = x
Cc1nc(SCC(=O)NCc2ccco2)c2c(C)c(C)sc2n1
  A = -10% | B = -25% | C = -5% | D = -8% | E = 14%[10 µM] | F = -5% | G = 0% | H = 6%
O=[N+]([O-])c1cc(-c2ccn[nH]2)ccc1Cl
  A = 8% | B = 10% | C = -1% | D = -15% | E = -21% | F = 7% | G = -7% | H = -6%
Cc1ccc(C(C)C)c(OC/C(O)=C(\C#N)c2nc3ccccc3[nH]2)c1
  A = 1% | B = x | C = -27% | D = -4% | E = 25%[10 µM] | F = 6% | G = x | H = -9%[9.22 µM]
O=S(=O)(c1ccc(-n2cnnn2)cc1)N1CCN(c2cccc(C(F)(F)F)c2)CC1
  A = -11% | B = 9% | C = 3% | D = 6% | E = x | F = x | G = x | H = x
O=C(NCCCN1CCCC1)c1ccc(Cn2c(=S)[nH]c3ccc(Br)cc3c2=O)cc1
  A = 17% | B = 11% | C = -29% | D = u | E = -18%[10 µM] | F = 8% | G = 22µM* | H = 8%
O=c1[nH]c2cc3c(cc2cc1CN(CCc1ccccc1)Cc1nnnn1C1CCCC1)OCCO3
  A = 3% | B = -19% | C = -16% | D = u | E = -20% | F = u | G = u | H = 15%
O=C(CSc1nnc(-c2ccccn2)n1Cc1ccccc1)N1CCCC1
  A = -9% | B = -2% | C = -9% | D = -6% | E = 20%[10 µM] | F = -9% | G = -11% | H = -23%
Cc1ccc(CCNc2ncnc3onc(-c4ccc(Cl)cc4)c23)cc1
  A = 1% | B = 12% | C = -26% | D = -16% | E = x | F = x | G = x | H = x
O=C(CSc1ccc(Cl)cc1)N1CCOCC1
  A = 0% | B = 6% | C = 1% | D = -6% | E = -6%[0.074 µM] | F = 0% | G = -13% | H = 1%
CCc1cc(C)c(O)c(CC)n1
  A = 2% | B = -16% | C = -6% | D = -16% | E = 29% | F = -12% | G = 2% | H = 3%[9.22 µM]

Part of the list above, with two lines to a compound:
Second line of a record – Tau fibril FP | SMN2 splice up | Tau fluor counter | Tau ThT inhib | HTT cytoprotect | JMJD2E inh | ALDH1A1 block | HTT aggregate
O=S(=O)(c1ccc2nc(-c3ccccc3)[nH]c2c1)N1CCN(c2cccc(Cl)c2)CC1
    u | -18% | u | -4% | x | 4% | 10% | 14%
CCOc1ccc(/C=C/c2nc(C#N)c(Nc3ccc(OC)cc3)o2)cc1
    11% | 8% | -15% | u | x | x | x | x
COc1ccc(CN(C)C(=O)COC(=O)c2c(-c3ccccc3Cl)noc2C)cc1
    7% | -25% | -8% | -9% | -26% | -1% | u | -30%

Next compounds follow.
Letter code – A = Tau fibril FP; B = SMN2 splice up; C = Tau fluor counter; D = Tau ThT inhib; E = HTT cytoprotect; F = JMJD2E inh; G = ALDH1A1 block; H = HTT aggregate
COC(=O)C1=C(C(=O)OC)SC2(S1)C(C(=O)OC)=C(C(=O)OC)SC1=C2c2cccc(C)c2NC1(C)C
  A = u | B = 2% | C = u | D = 14µM* | E = -42% | F = -8% | G = -1% | H = 19%
COc1ccc(N2CCN(C(=O)c3cc4cc5ccc(Cl)cc5nc4o3)CC2)cc1
  A = -11% | B = -3% | C = -8% | D = 1% | E = x | F = x | G = x | H = x
COC(=O)c1ccccc1NC(=O)N1CCN(S(C)(=O)=O)CC1
  A = -7% | B = x | C = -8% | D = -6% | E = 14%[10 µM] | F = u | G = -11% | H = -1%[9.22 µM]
CC(C)=NOC(=O)c1c(C)noc1-c1snnc1C
  A = 3%[11.6 µM] | B = x | C = 2%[11.6 µM] | D = x | E = 4%[10 µM] | F = -1% | G = x | H = -24%[9.22 µM]
CC(=O)OCC1O[C@@H](O[C@@H]2C[C@H]3C(C)(C)[C@H](OC(C)=O)CC[C@]3(C)[C@H]3CC[C@]45C[C@]4(CC[C@H]5[C@@H](C)C[C@@H](O)[C@H](O)C(C)(C)O)[C@@]32C)[C@H](O)[C@@H](O)[C@@H]1O (stereo partly specified)
  A = -5% | B = -62%[inhibitor] | C = -3% | D = 1% | E = x | F = -11% | G = -6% | H = u
COC(=O)c1cccc(N2C(=O)c3ccccc3S2(=O)=O)c1
  A = -1% | B = 19% | C = -1% | D = -4% | E = -21%[10 µM] | F = -28% | G = -37% | H = -12%
Cc1ccc(NC(=O)Cn2nc(C)c(S(=O)(=O)N(C)C)c2C)cc1C
  A = -8% | B = -1% | C = -5% | D = -2% | E = -10% | F = 4% | G = 7% | H = -1%
CSc1nc(-c2ccccc2)cc(C(F)(F)F)c1C#N
  A = -10% | B = -9% | C = -11% | D = -2% | E = 8%[10 µM] | F = u | G = u | H = 4%
CCOc1ccc(CCNC(=O)CN2C(=O)COc3ccc(S(=O)(=O)N(CC)CC)cc32)cc1
  A = -4% | B = -14% | C = u | D = u | E = x | F = x | G = x | H = x
CCOC(=O)N1CCN(CC(=O)n2c(C)c(C)c3ccccc32)CC1
  A = 10% | B = -10% | C = -3% | D = u | E = -7% | F = u | G = u | H = 5%
O=C(N/N=C1/CCS(=O)(=O)c2ccc(F)cc21)c1cccnc1
  A = 2% | B = -11% | C = 6% | D = -1% | E = 24% | F = 3% | G = 9% | H = -4%
O=C(NC(NC(=S)Nc1ccc(Cl)cc1)C(Cl)(Cl)Cl)c1ccco1 (stereo unspecified)
  A = u | B = -18% | C = u | D = -2% | E = x | F = 14% | G = u | H = -26%
Cc1oc2cc3oc(=O)c(CC(=O)NCc4ccccc4)c(C)c3cc2c1C
  A = -4% | B = 3% | C = 3% | D = -2% | E = x | F = x | G = x | H = x
COc1ccc(-c2csc(C)n2)cc1OC
  A = 2% | B = -13% | C = -7% | D = -9% | E = 1%[10 µM] | F = 3% | G = 9% | H = 1%
Cn1c(=O)c([N+](=O)[O-])c(NC2CCS(=O)(=O)C2)c2ccccc21 (stereo unspecified)
  A = 3% | B = x | C = -1% | D = x | E = 6%[10 µM] | F = -2% | G = x | H = -25%[9.22 µM]
Cc1ccc(-c2cnc(NCc3c(F)cccc3Cl)n2C)cc1
  A = 2% | B = -13% | C = -20% | D = -23% | E = x | F = x | G = x | H = x
O=C(Nc1cc(C(=O)N2CCCC2)ccc1N1CCCC1)c1ccccc1F
  A = 13% | B = x | C = 5% | D = -5% | E = 17% | F = -4% | G = u | H = 3%
CCOc1cccc2cc(-c3csc(NC(=O)CCC(=O)N4CCC(C)CC4)n3)c(=O)oc12
  A = -13% | B = -21% | C = -16% | D = -18% | E = -9% | F = 8% | G = u | H = 9%[1.84 µM]
Cc1ccc(S(=O)(=O)N2CCCC2C(=O)NCc2ccc3c(c2)OCO3)cc1 (stereo unspecified)
  A = u | B = x | C = -12% | D = -7% | E = 10%[10 µM] | F = 6% | G = 3% | H = 8%[9.22 µM]
CN(Cc1ccccc1)C(=O)CCNS(=O)(=O)c1ccc2c(c1)oc(=O)n2C
  A = 6% | B = -11% | C = -4% | D = -4% | E = 2%[10 µM] | F = -2% | G = 1% | H = -3%
Cc1csc(-c2cnn(-c3ccccc3)c2NC(=O)c2cccc(C(F)(F)F)c2)n1
  A = u | B = -20% | C = -14% | D = -19% | E = -1% | F = -7% | G = 2% | H = -5%
C=CCc1cccc(/C=N/c2nc3ccccc3n2CC)c1O
  A = 0% | B = -11% | C = 3% | D = -11% | E = -2%[10 µM] | F = 4% | G = 15% | H = -2%
CCOc1ncccc1C(=O)OCc1cccc([N+](=O)[O-])c1
  A = -10% | B = 8% | C = -20% | D = -11% | E = -1% | F = -17% | G = 5% | H = -6%
O=C(Nc1nnc(-c2ccccc2F)s1)c1cccnc1
  A = 1% | B = u | C = -5% | D = 3% | E = 6%[10 µM] | F = -16% | G = -8% | H = -3%

Full records, quoted from the list. Order of values: Tau fibril FP | SMN2 splice up | Tau fluor counter | Tau ThT inhib | HTT cytoprotect | JMJD2E inh | ALDH1A1 block | HTT aggregate
`CCOc1ncccc1C(=O)OCc1cccc([N+](=O)[O-])c1` reads -10% | 8% | -20% | -11% | -1% | -17% | 5% | -6%
`O=C(Nc1nnc(-c2ccccc2F)s1)c1cccnc1` reads 1% | u | -5% | 3% | 6%[10 µM] | -16% | -8% | -3%

The list is partial; rates above refer to the full screens.
